Source: PubChem BioAssay
CXXC DNA block = inhibitors of human MLL CXXC domain-DNA interaction; Q03164; MLL-CXXC / FITC-HOXA9 DNA fluorescence polarization; Potency, µM (series often up to 115 µM), inactives show at the top dose activity change, negative = inhibition, usual class: inhibitors; 290,000 tested, 0.037% active; active means well fitted inhibition curve with a large enough effect in the polarisation, with a control signal flat, not every such curve was filed as active; inconclusive means small, poorly fitted or top-dose-only effect, or effect the other way, or a change in a side signal; inactive means no such curve, though single readings can be large or run the other way; the % refers to the polarisation; further: potency means the concentration at half of the fitted maximal effect
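Fluorescence polarization: 7 uM MLL-CXXC (stock) preincubated 5 min with compounds, then 50 nM fluorescein-HOX-A9 DNA (stock) added; 30 min ambient. Buffer 50 mM Tris-HCl pH 7.5, 50 mM NaCl, 1 mM DTT, 0.05% BSA.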
GALK inhibitor = inhibitors of human galactokinase; Purified GALK, Kinase-Glo residual ATP luminescence; Potency, µM (series often up to 57.5 µM), without a hit: at the highest dose activity change, negative = inhibition, actives largely listed as inhibitors; 270,000 tested, 0.007% active; further: potency means the concentration at half of the fitted maximal effect; on the % scale 0 is the no-effect control and ±100 the full control effect
Target sequence (P51570 whole entry, looked up): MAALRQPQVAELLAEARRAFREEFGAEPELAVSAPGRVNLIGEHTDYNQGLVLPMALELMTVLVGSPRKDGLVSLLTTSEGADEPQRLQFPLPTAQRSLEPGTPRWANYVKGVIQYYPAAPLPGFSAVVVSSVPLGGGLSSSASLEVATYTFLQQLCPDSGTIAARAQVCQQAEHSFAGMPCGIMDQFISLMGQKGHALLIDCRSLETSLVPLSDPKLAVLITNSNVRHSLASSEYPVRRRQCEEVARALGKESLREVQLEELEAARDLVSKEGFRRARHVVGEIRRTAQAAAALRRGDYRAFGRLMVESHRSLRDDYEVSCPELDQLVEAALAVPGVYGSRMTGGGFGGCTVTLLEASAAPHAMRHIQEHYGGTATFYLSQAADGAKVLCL
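Compounds were pin-transferred into ATP buffer (35 uM final), then GALK plus galactose (5 nM, 100 uM final) was added. After 1 h at room temperature, Kinase-Glo Plus was added and luminescence read after 10 min.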
TRPV1 ag = human TRPV1 agonism | Q8NER1 | TRPV1-expressing cells, Fluo-8 calcium influx, agonist mode | activation, % at 8.33 µM | 320,000 tested, 0.19% active; in the data active means activation above about 80%; inconclusive means between about 30% and that limit; further: 0% is about no effect
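Fluo-8 calcium influx in TRPV1-expressing cells, kinetic read (ex 480/em 520 nm). Compound added and read 3 min for agonist activity, followed by capsaicin at EC20 final and 2 min further read for enhancement.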
Coupling enz = coupling enzyme interference in Giardia aldolase counter-screen. coupling enzyme system counterscreen, AmpLite Red fluorescence. activity change, negative = inhibition, % at 58.2 µM, hits read low. 290,000 tested, 0.67% active. AID 2472; in the data active means activity change below about -30%; further: on the % scale 0 is the no-effect control and ±100 the full control effect
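Activity here indicates interference with the coupling reaction, not aldolase inhibition. Compounds at 57.5 uM final met coupling enzymes for 10 min at RT; substrate and AmpLite Red detection followed, with a 525/598 nm fluorescence read after 20 min.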
KCNH2 3.1 block = blocks the human KCNH2 3.1 channel isoform. activity change, % (tested at about 1.8 µM). 340,000 tested, 0.95% active. U2OS KCNH2 3.1, thallium flux FluxOr; stronger effect = lower value;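 active means maximum activity change below -70%; inconclusive means maximum activity change from -70% to -50%; inactive means maximum activity change above -50%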;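 further: thallium influx rate constant from kinetic fluorescence after stimulation buffer; on the % scale 0 is the no-effect control and ±100 the full control effect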
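Measured as rate of thallium-driven FluxOr signal in transduced U2OS cells carrying the 3.1 channel, read kinetically for 2 min upon stimulation; values are rate constants scaled to DMSO control wells.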
Menin-MLL TR inh = inhibitors of human menin-MLL interaction, mutant MLL peptide; O00255; Menin + Texas Red MLL mutant peptide, fluorescence polarization; Potency, µM (series often up to 61.6 µM), inactives show at the top dose FP activity change, negative = inhibition, usual class: inhibitors; 270,000 tested, 0.23% active; active means well fitted inhibition curve with a large enough effect in the polarisation, with a control signal flat, not every such curve was filed as active; inconclusive means small, poorly fitted or top-dose-only effect, or effect the other way, or a change in a side signal; inactive means no such curve, though single readings can be large or run the other way; the % refers to the polarisation; further: potency means the concentration at half of the fitted maximal effect; % of control where 0% means no effect; many of its hits are not listed in these tables
Target sequence (O00255 whole entry, looked up): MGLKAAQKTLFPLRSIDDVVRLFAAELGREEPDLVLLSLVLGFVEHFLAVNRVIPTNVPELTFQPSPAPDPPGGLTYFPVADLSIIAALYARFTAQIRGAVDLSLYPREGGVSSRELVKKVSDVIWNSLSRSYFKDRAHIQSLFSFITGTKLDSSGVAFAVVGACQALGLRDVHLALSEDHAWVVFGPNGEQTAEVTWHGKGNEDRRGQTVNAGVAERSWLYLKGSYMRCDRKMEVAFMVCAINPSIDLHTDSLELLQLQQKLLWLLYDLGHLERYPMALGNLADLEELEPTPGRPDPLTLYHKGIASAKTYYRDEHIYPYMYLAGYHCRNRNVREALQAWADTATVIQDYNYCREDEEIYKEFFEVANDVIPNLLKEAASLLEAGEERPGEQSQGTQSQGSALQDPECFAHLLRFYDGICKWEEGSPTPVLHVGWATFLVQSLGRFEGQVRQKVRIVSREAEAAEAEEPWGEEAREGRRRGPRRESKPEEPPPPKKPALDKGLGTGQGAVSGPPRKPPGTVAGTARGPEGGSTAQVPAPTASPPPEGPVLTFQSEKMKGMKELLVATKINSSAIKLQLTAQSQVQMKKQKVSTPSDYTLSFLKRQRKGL
PKM2 activator = PKM2 (human) enzyme activation; P14618; purified PKM2, Kinase-Glo ATP luminescence, activation; response scale: 0% is enzyme alone, no compound; Potency, µM (doses to about 57.5 µM), without a hit: at the top dose activation, most hits filed as activators; 260,000 tested, 0.34% active; further: potency means the concentration at half of the fitted maximal effect; on the % scale 0 is the no-effect control and ±100 the full control effect; nearly all actives have a fitted effect of over 55% in size
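Kinase-Glo luminescence reports ATP generated from ADP (0.1 mM) and PEP (0.5 mM) by purified hPK-M2 after 1 h at room temperature, pH 7.2 imidazole buffer; intermediate enzyme activity allows detecting inhibitors and activators.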
hERG WT inh = KCNH2 (human, wildtype) channel inhibition; AID 720551; activity change, % at 1.84 µM; 340,000 tested, 0.37% active; Q12809; U2OS, BacMam KCNH2, thallium flux FluxOr; stronger effect = lower value;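 active means maximum activity change below -70%; inconclusive means maximum activity change between -70% and -50%; inactive means maximum activity change above -50%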; further: on the % scale 0 is the no-effect control and ±100 the full control effect
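U2OS cells were transduced with wild-type KCNH2 virus (2.03 x 10^8 / mL) for 4 h at room temperature, then cultured overnight at 37 C. Thallium flux was read with FluxOr dye. Rate constants were normalized to DMSO controls.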
Giardia kill = Giardia lamblia killing. activity change, % at 7.66 µM, hits read low. Giardia lamblia trophozoite viability. 340,000 tested, 0.15% active; in the data active means activity change below about -80%; inconclusive means between about -30% and that limit;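 further: parasites exposed to compound for two days anaerobically before the ATP read; on the % scale 0 is the no-effect control and ±100 the full control effect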
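Luminescence from cellular ATP indicates surviving trophozoites (100 cells/well) following 48 hrs anaerobic compound treatment at 37 deg C; signal develops 15-30 min at room temperature.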
USP2a block = blocks human ubiquitin-specific protease USP2a. USP2 core, Ub-CHOP2 coupled fluorogenic reporter, 485/531. O75604. 330,000 tested, 0.01% active. Potency, µM (top dose mostly 38.3 µM), inactives show at the top dose activity change, negative = inhibition, actives largely listed as inhibitors. AID 463254;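 further: potency means the concentration at half of the fitted maximal effect; plate controls were DMSO wells for no effect and full inhibition by NEM control for full effect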
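Deubiquitinase activity read as fluorescence (485/531 nm) after Ub-CHOP2 cleavage activates the enterokinase reporter on its substrate; USP2 core 10nM, Ub-CHOP2 and substrate 25nM each, 30min compound preincubation then 60min RT; data normalized to NEM, curves fitted.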
B2AR arrestin = beta2AR (human) beta-arrestin recruitment activity; beta-arrestin recruitment to beta2AR, cell-based reporter; 330,000 tested, 0.02% active; Potency, µM (series often up to 46.1 µM), for the others: top-dose activation, most hits filed as activators; P07550;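 further: potency means the concentration at half of the fitted maximal effect; 0% = DMSO controls and full agonism = EC100 isoproterenol or metaproterenol; nearly all actives have a fitted effect of over 65% in size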
An asterisk follows results filed as active; ? = inconclusive; . = not tested or not shown; & = joins results of further samples; [ ] = another dose, or the depositor's remark. Unless noted, the call rests on the fitted dose curve; in most records, active means well fitted curve in the direction sought with a large enough effect; inconclusive means small, poorly fitted or top-dose-only effect, or another doubt; inactive means no such curve, though single readings can be large; an effect the other way counts as inactive or inconclusive. These rows are one share of the data; the hit share may differ from the screen's.

SMILES | CXXC DNA block | GALK inhibitor | TRPV1 ag | Coupling enz | KCNH2 3.1 block | Menin-MLL TR inh | PKM2 activator | hERG WT inh | Giardia kill | USP2a block | B2AR arrestin
COc1ccc(CC(=O)N2CC(=O)N(CCc3ccccc3)C(=O)C2)cc1 | -10% | -2% | 7 | -4 | 24 | 0% | -5% | 10 | 9 | -1% | 0.2%
CCCc1cc(=O)oc2c(CN3CCOCC3)c(O)ccc12 | 0% | . | 1 | -1 | 7 | -20% | -1% | 5 | 32[activator] | 5% | -0.3%
CSCC[C@H](N)C(=O)N1CCC(C(=O)N[C@@H](Cc2c[nH]c3ccccc23)C(=O)O)CC1 | -8% | -1% | -1 | 0 | 8 | -8% | . | -17 | ? | 0% | -0.3%
COc1ccc(NC(=O)c2ccc(Br)o2)cc1 | 19% | . | -11 | -8&-14 | . | 14%[94.6 µM] | -36% | . | -4 | -1% | -3.2%
CCOC(=O)c1[nH]c(C)c(C(=O)Nc2cc(OC)ccc2OC)c1C | 0% | 0% | 3 | -1 | -2 | 11% | 0% | 3 | -3 | 0% | 0.2%
COc1ccc(C(C)=O)cc1COC(=O)CCC(=O)c1cccs1 | . | . | . | . | 6 | . | . | -7 | ? | 3% | -0.2%
COc1ccc(-n2c(Cc3cccn3C)nnc2SCC(=O)Nc2nc(C)cs2)cc1 | 4% | 0% | -2 | 1 | 3 | -8% | 10% | 9 | -13 | 0% | 0.5%
CC1=C/C(=N\NC(=O)c2ccccc2)CC1 | -7% | 0% | -1 | 1 | 9 | -5% | 1% | 25 | -4 | -1% | -1.0%
c1ccc(-c2nc(NCc3cccnc3)c3ccccc3n2)cc1 | 3% | 0% | -1 | 2 | -18 | -29% | 0% | -31 | -6 | -1% | -5.1%
C/C(=N\NC(=O)c1cc(C)oc1C)c1ccc2ccccc2c1 | 2% | 8% | 20 | 0 | 0 | -17% | -2% | -6 | 20 | 2% | -0.2%
COc1ccc2no[n+]([O-])c2c1 | 0% | 6% | 8 | -5 | . | . | -8% | . | . | -4% | -0.3%
Cc1cc(NC(=O)c2ccco2)c(=O)n(Cc2cccc(C(F)(F)F)c2)c1 | 16% | 2% | ? | -2 | 2 | 1% | 4% | 0 | 2 | -2% | -0.2%
Cc1ccc(C)c(S(=O)(=O)N2CCCC2CNC(=O)C(=O)NCc2cccs2)c1 (stereo unspecified) | . | . | 5 | . | 1 | . | . | 30 | 9 | 2% | 0.2%
Cc1ccc(-n2nc3c(c2NC(=O)C2CC2)CS(=O)(=O)C3)cc1 | 6% | 3% | -1 | 2 | 5 | -3% | 0%[0.46 µM] | 11 | 8 | -1% | 0.1%
O=C(CN1C(=O)C(=O)c2ccccc21)c1ccc(Cl)cc1 | -17% | 0% | 17 | -11 | -12 | -10% | -2%[11.5 µM] | 5 | 23 | 1% | -0.7%
C=CCN=c1scc(-c2ccco2)n1/N=C/c1ccc(O)c(O)c1O | -3% | -2% | -1 | -35* | 2 | . | 26% | -3 | 6 | 0% | 0.0%
CCOC(=O)C1=C(O)/C(=C\c2ccc(CNC(=O)C(=O)Nc3ccc(C)c(C)c3)o2)N=C1C | 21% | 2% | 0 | 2 | . | 2% | 6% | . | . | 4% | 0.1%
COc1ccc(S(=O)(=O)N2CCC(N3CCN(c4ccccc4OC)CC3)CC2)cc1 | -1% | 8% | 6 | 3 | -4 | . | -1% | 1 | 11 | -2% | 0.2%
O=S(=O)(Nc1ccc(F)cc1)c1cccc2nsnc12 | 5% | 4% | 4 | 2 | -21 | 5% | -5%[11.5 µM] | 0 | 8 | 0% | -0.6%
CC(Oc1ccc(Br)cc1Br)C(=O)NC1CCCC1 (stereo unspecified) | 1% | -1% | 21 | -4 | . | -19% | 1% | . | . | -1% | -0.3%
O=C(CNC(=O)c1ccc2c(=O)n3c(nc2c1)CCC3)Nc1ccc(F)c(F)c1 | . | . | 0 | . | 6 | . | . | 5 | 1 | -1% | -0.8%
O=C(Nc1nc(-c2ccccc2)cs1)C1CCCCN1S(=O)(=O)c1ccc(Cl)cc1 (stereo unspecified) | 15% | -2% | 1 | -5 | -8 | -10% | -9% | 0 | 10 | -1% | 0.0%
COCC1CCCCN1C(=O)CCCn1nnnc1CN1CCC(C)CC1 (stereo unspecified) | 2% | -1% | 2 | 4 | -4 | 0% | -4% | -7 | 13 | 1% | 0.5%
CCc1ccccc1Nc1cc(C(=O)NCc2ccccn2)c2ccccc2n1 | -3% | 1% | 1 | -1 | -7 | 11% | 8% | 0 | 5 | -1% | 0.2%
COC(=O)c1cccc(NC(=O)c2ccco2)c1 | -8% | 0% | 9 | 0 | -7 | 25% | -2% | 4 | 2 | 4% | 0.0%
Cc1cc(Cl)ccc1NC(=S)NCc1ccccc1Cl | -1% | 0% | ? | -4 | -11 | 4% | -15% | 2 | 17 | 1% | 2.5%
O=C(CN1CCCCCC1)N1c2ccccc2Sc2ccc(C(F)(F)F)cc21 | -4% | 0% | 23 | -1 | -10 | ? | -2% | 10 | 4 | 4% | -0.6%
Cc1ccc(N(CCC(=O)O)S(=O)(=O)c2ccccc2)cc1 | 1% | -2% | -6 | 4 | -10 | -1% | 1% | -2 | -8 | 0% | -1.4%
COc1ccc(/C=C2\SC(=O)N(CCn3cnnn3)C2=O)cc1 | 3% | 13% | 12 | -4 | 16 | -1% | 0% | 5 | 21 | -16% | 0.0%
O=C(Nc1nnc(-c2ccc(Cl)s2)o1)C1CC1 | 0% | 0% | 14 | 3 | -37 | 21% | 4% | -7 | 7 | 7% | -0.3%
O=C(CCc1cccc(Cl)c1)N1CCCC(Nc2ccccc2)C1 (stereo unspecified) | 11% | 3% | 84* | 5 | -10 | -5% | 12%[0.46 µM] | -48 | 14 | 3% | -0.4%
CCOc1cc(C2NC(=O)N(C)C(C)=C2C(=O)OC)cc(Br)c1O (stereo unspecified) | 21% | 0% | . | 0 | 6 | -13% | 4% | -16 | -8 | 4% | -0.6%
O=P(O)(c1ccccc1)c1ccccc1O | 4% | 7% | -1 | -1 | 0 | 2% | 3% | 3 | 8 | 1% | -0.1%

Laid out differently: 9 of the compounds above.
Fields: CXXC DNA block	GALK inhibitor	TRPV1 ag	Coupling enz	KCNH2 3.1 block	Menin-MLL TR inh	PKM2 activator	hERG WT inh	Giardia kill	USP2a block	B2AR arrestin
O=S(=O)(Nc1ccc(F)cc1)c1cccc2nsnc12
    5%	4%	4	2	-21	5%	-5%[11.5 µM]	0	8	0%	-0.6%
CC(Oc1ccc(Br)cc1Br)C(=O)NC1CCCC1 (stereo unspecified)
    1%	-1%	21	-4	.	-19%	1%	.	.	-1%	-0.3%
O=C(CNC(=O)c1ccc2c(=O)n3c(nc2c1)CCC3)Nc1ccc(F)c(F)c1
    .	.	0	.	6	.	.	5	1	-1%	-0.8%
O=C(Nc1nc(-c2ccccc2)cs1)C1CCCCN1S(=O)(=O)c1ccc(Cl)cc1 (stereo unspecified)
    15%	-2%	1	-5	-8	-10%	-9%	0	10	-1%	0.0%
COCC1CCCCN1C(=O)CCCn1nnnc1CN1CCC(C)CC1 (stereo unspecified)
    2%	-1%	2	4	-4	0%	-4%	-7	13	1%	0.5%
CCc1ccccc1Nc1cc(C(=O)NCc2ccccn2)c2ccccc2n1
    -3%	1%	1	-1	-7	11%	8%	0	5	-1%	0.2%
COC(=O)c1cccc(NC(=O)c2ccco2)c1
    -8%	0%	9	0	-7	25%	-2%	4	2	4%	0.0%
Cc1cc(Cl)ccc1NC(=S)NCc1ccccc1Cl
    -1%	0%	?	-4	-11	4%	-15%	2	17	1%	2.5%
O=C(CN1CCCCCC1)N1c2ccccc2Sc2ccc(C(F)(F)F)cc21
    -4%	0%	23	-1	-10	?	-2%	10	4	4%	-0.6%

An excerpt from above in order of count of non-hydrogen atoms, high to low.
SMILES | CXXC DNA block | GALK inhibitor | TRPV1 ag | Coupling enz | KCNH2 3.1 block | Menin-MLL TR inh | PKM2 activator | hERG WT inh | Giardia kill | USP2a block | B2AR arrestin
O=C(CN1CCCCCC1)N1c2ccccc2Sc2ccc(C(F)(F)F)cc21 | -4% | 0% | 23 | -1 | -10 | ? | -2% | 10 | 4 | 4% | -0.6%
Cc1ccc(N(CCC(=O)O)S(=O)(=O)c2ccccc2)cc1 | 1% | -2% | -6 | 4 | -10 | -1% | 1% | -2 | -8 | 0% | -1.4%
O=P(O)(c1ccccc1)c1ccccc1O | 4% | 7% | -1 | -1 | 0 | 2% | 3% | 3 | 8 | 1% | -0.1%
